FN deposition inh: fibronectin deposition inhibition; AH1F fibroblasts, Alexa488-fibronectin deposition fluorescence, overnight; inhibition, % at 12.6 µM; 0.086% of 350,000 active;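 active = mean inhibition across replicates of 30% or more, regardless of how many single replicates reach that level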;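 also: positive control wells lacked labelled fibronectin entirely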
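Assay system: AH1F fibroblasts / Quantity: 10000 cells per well / Medium: DMEM plus 2% serum, read in PBS / Reagent: labelled fibronectin 24 nM / Dosing: single dose, pinned / Times: 1 h cell attachment, overnight exposure to compound and label / Signal: fluorescence, ex 485 nm, em 525 nm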
miR-122 sensor: miR-122 inhibition in Huh7 cells. 0.3% of 340,000 active. Huh7 miR-122 Renilla luciferase sensor, 48 h; neutral wells = 0, positive control = 100. AID 602342. activation (reporter increase), % at 12.5 µM;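 active = mean replicate activation score at least 90 and every replicate individually at or above 90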;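 also: higher luciferase means less miR-122 activity so hits act as miR-122 inhibitors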
F508del corr: CFTR F508del correction in bronchial cells | CFBE cells, YFP halide quenching; stimulated with forskolin plus potentiator P3; % fluorescence drop versus neutral controls | activity (quench increase), % at 7.58 µM | 0.36% of 350,000 active | AID 720511;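 active = mean added fluorescence quench of at least 8% versus neutral control, with both replicates also reaching 8%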;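 also: cells transiently co-express mutant CFTR-F508del with the halide-sensitive YFP; corrector assay measuring rescue of mutant channel to the surface after 24 h compound exposure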
INS-1E GSIS act: GLuc luminescence reporter in INS-1E cells, primary screen for activators of glucose-dependent secretion of insulin; activation, % at 16.6 µM; AID 743287; 0.61% of 370,000 active; INS-1E GLuc reporter insulin secretion, 2-3 h;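 active = lowest replicate activation of at least 40%, so every replicate reaches that level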;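 also: 0% = median of neutral control wells and 100% = median of IBMX positive control wells; some compounds called inactive have numbers as strong as hits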
DENV2 CPE rescue: DENV2-induced cell death inhibition; DENV2-infected cells, cytopathic effect rescue, plate reader; CPE inhibition, % at 9.99 µM; 1.7% of 350,000 active; AID 651640; in the data active = CPE inhibition above about 20%, passing the limit was not always enough; tested in BHK-21 cells;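 also: 0% = median of neutral control wells and 100% = median of positive control wells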
PAX8 reporter: inhibitors of PAX8 transcriptional activity in RMG-I cells; AID 652154; inhibition, % at 12.6 µM; 1.2% of 360,000 active; RMG-I TPO-luciferase reporter, SteadyGlo, 24 h;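 active = mean replicate inhibition at least 60% with every replicate also reaching 60%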;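 also: luciferase light reporting Pax8 driven TPO promoter activity; plate controls were median of neutral control wells for no effect and mitoxantrone controls for full effect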
EWS-Fli block: inhibitors of EWS/Fli oncoprotein transcriptional activity. A673 NR0B1-luciferase reporter, viability-normalised. AID 651661. 0.67% of 350,000 active. inhibition, % at 12.6 µM;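 active = mean inhibition of at least 50% after viability correction, with every replicate also passing that limit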;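 also: firefly luciferase signal divided by Alamar Blue viability fluorescence both relative to DMSO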
The depositor's hits bear a star; . = no result given; [ ] = dose if it differs, or a comment.

SMILES	FN deposition inh	miR-122 sensor	F508del corr	INS-1E GSIS act	DENV2 CPE rescue	PAX8 reporter	EWS-Fli block
Cc1nn(-c2ccccc2)c(N)c1N=Nc1cccnc1	-1	.	0.9	-10	1	-168	-88
COc1cc2c(cc1OC)C(C(=O)Nc1cc(C)c(OC)c(C)c1)CC(=O)N2 (stereo not given)	-1	.	-8.8	-2	-6	-11	6
COc1ccc(N2C(=O)CC(N3CCN(S(=O)(=O)c4cc(C)ccc4C)CC3)C2=O)cc1 (stereo not given)	3	-7	-1.9	-8	4	11	-4
O=C1OC(c2ccccc2)c2ccccc21 (stereo not given)	1	.	-0.2	9	3	44	-8
CSCCNC(=O)C1(C)CCN1C(=O)c1sccc1C (stereo not given)	22	2	0.8	-3	-11	-12	2
COc1ccc(C)cc1NC(=O)CN(C)S(=O)(=O)c1ccc2c(c1)n(C)c(=O)c(=O)n2C	4	.	-2.4	-11	-6	10	2
Oc1ccccc1C1=Nc2ncnn2C(c2ccccc2)C1 (stereo not given)	7	9	.	19	.	.	.
Oc1ccccc1Cn1nnc2ccccc21	-2	19	-1.7	-3	5	15	2
C[C@@H]1CCCCO[C@H](CN(C)CC2CCCCC2)[C@@H](C)CN([C@H](C)CO)C(=O)c2cc(NC(=O)c3ccncc3)ccc2O1	.	5[16.7 µM]	-3.1	10	9	-12	.
CCc1nc2c(OCc3cc(Cl)cc(Cl)c3)cccn2c1N(C)C(=O)c1cccc(OC)c1	19	-1	-2.3	-23	-6	21	1
N#C[C@H]1[C@@H](c2ccc(C#CC3CC3)cc2)[C@@H](CO)N1C(=O)c1cccc(F)c1	-7	.	0.9	13	1	-6	-3
Cc1ccc[n+](-c2nc3ccccc3nc2[N-]S(=O)(=O)c2ccccc2)c1	-10	19	-3.8	3	2	6	1
C[C@@H]1CN([C@H](C)CO)C(=O)c2cc(NS(=O)(=O)c3ccc(Cl)cc3)ccc2O[C@@H](C)CCCCO[C@@H]1CN(C)C(=O)C1CCCCC1	-4	19[16.7 µM]	-2.7	-7	-17	64*	5
Cc1cccc(NC(=O)Cn2c(=O)n3nc(CCn4nc(C)cc4C)nc3c3ccccc32)c1	4	1	.	0	.	.	.
CCOC(=O)c1c(NC(=O)Nc2cccc(Cl)c2)sc(C)c1C	0	-7	.	-15	.	5	.
COc1ccc(NC(=O)[C@@H](NC(=O)c2ccccc2F)C(C)C)cc1S(=O)(=O)N1CCOCC1	-3	-3	1.3	-9	-8	9	-9
NC(N)=NS(=O)(=O)c1ccc(NC(=S)NC(=O)c2ccncc2)cc1	8	.	0.8	5	17	-6	-4
CC(=O)N1c2ccc(S(=O)(=O)NCCC(=O)NC3CCCC(C)C3C)cc2CC1C (stereo not given)	-4	-4	0.5	5	3	17	.
C[C@H](CO)N1C[C@H](C)[C@H](CN(C)S(=O)(=O)c2cn(C)cn2)Oc2ccc(NS(=O)(=O)c3cn(C)cn3)cc2CC1=O	.	-1[16.7 µM]	-1.2	7	15	7	-4
Cc1ccc2nc(NC(=O)CCn3c(=O)sc4ccccc43)sc2c1	-10	-2	-2.1	.	1	-5	-13
CCOc1ccccc1NC(=O)C(OC(=O)c1cnccn1)c1ccccc1 (stereo not given)	-1	-4	-1.3	1	-8	-1	-3
COc1ccc(S(=O)(=O)NCC(=O)N(CC(=O)NCc2ccccc2)Cc2ccco2)cc1	1	.	0.8	-7	-3	21	-1
Cc1cccc(C)c1NS(=O)(=O)c1ccc2c(c1)C(=O)c1ccccc1C2=O	7	-6	.	8	.	3	.
O=C1C2CCCN2C(c2cccc(F)c2)N1c1cccc(Cl)c1 (stereo not given)	-1	.	1.6	-7	-10	-6	9
Cc1cc(C)cc(C(=O)NCC(=O)N2CCN(c3cccc(Cl)c3)CC2)c1	1	.	0.2	-23	-2	33	25
Additional entries follow:
SMILES	FN deposition inh	miR-122 sensor	F508del corr	INS-1E GSIS act	DENV2 CPE rescue	PAX8 reporter	EWS-Fli block
C[C@H]1CCCCO[C@@H](CN(C)Cc2ccc(C(F)(F)F)cc2)[C@@H](C)CN([C@@H](C)CO)C(=O)c2cc(N(C)C)ccc2O1	.	-10[16.7 µM]	1.7	-3	-15	35	36
COc1ccccc1NS(=O)(=O)c1cc(C(=O)NCCC(C)C)ccc1F	-2	6	-4.3	-26	0	6	-12
Cc1cc(C)cc(OCCCCn2cncn2)c1	5	.	-2.0	15	5	3	10
C[C@H](CO)N1C[C@H](C)[C@H](CN(C)C)Oc2cc(C#Cc3ccccc3F)ccc2S1(=O)=O	-3	1[16.7 µM]	-2.1	8	-8	.	-6
COc1cc(NS(=O)(=O)c2ccc(Cl)cc2)c(C(=O)O)cc1OC	1	7	.	-5	1	7	-11
C=CCn1c(SCC(=O)NC(=O)c2cccc([N+](=O)[O-])c2)nnc1-c1ccccc1	5	.	.	21	.	5	.
CN(C(=O)CNc1ccccc1Cl)C1CCS(=O)(=O)C1 (stereo not given)	-5	-11	-5.8	1	15	-4	-11
CN1C(=O)c2cc(NC(=O)c3cnccn3)ccc2OC[C@@H]2O[C@H](CC(=O)O)CC[C@H]21	-3	-1[16.7 µM]	0.8	2	3	-3	-2
COc1ccc(NC(=O)CN2CCCN(S(=O)(=O)c3ccc(F)cc3)CC2)c(OC)c1	.	-3	1.1	-12	-1	-11	-1
COC(=O)c1cc(S(=O)(=O)NCCc2cccc(C)c2)cn1C	8	25	-0.5	.	4	1	0
COc1ccc(S(=O)(=O)N(C)C[C@@H]2Oc3ccc(NC(=O)Nc4cccc5ccccc45)cc3CC(=O)N([C@@H](C)CO)C[C@H]2C)cc1	-4	-2[16.7 µM]	-1.2	8	-7	.	6
O=C(O)C(Cc1ccccc1)N1C(=O)C=CC1=O (stereo not given)	-3	.	1.5	4	2	-1	-3
O=C(CS(=O)(=O)Cc1ccccc1)Nc1ccc(S(=O)(=O)N2CCOCC2)cc1	0	34	.	-10	.	13	-9
C[C@@H]1CN([C@@H](C)CO)C(=O)c2cc(C#CC3(O)CCCC3)cnc2O[C@H]1CN(C)C(=O)Nc1ccc2c(c1)OCO2	.	.	0.7	1	9	.	-9
Cn1cccc1CC(=O)NNC(=S)Nc1ccc(Cl)cc1	7	.	-0.5	-8	-1	-17	-4
OC1CCCN(C(=S)NCc2ccccc2)C1 (stereo not given)	-7	.	2.2	19	13	11	1
O=C(NCC(c1cccnc1)N1CCOCC1)C1CCCCC1 (stereo not given)	-3	-3	.	.	.	4	.
Cc1cc(C)n(CC2CC(=O)N(c3ccc(Cl)cc3)C2=O)n1 (stereo not given)	0	.	0.6	15	-3	13	-7
CCC/C(C#CCCN1C(=O)c2ccccc2C1=O)=C1/c2ccccc2C(=O)N1c1ccccc1	-13	-4	1.0	18	79*	8	19
CCOc1ccccc1C(=O)N[C@H](C(=O)NNC(=O)c1cccs1)C(C)C	1	1	-0.7	21	10	13	3
COc1ccccc1NS(=O)(=O)c1ccc(NC(=O)CCNC(=O)c2ccco2)cc1	4	0	.	-5	.	18	.
COc1ccc(/C=C(\C#N)C(=O)N2COCC2(C)C)cc1	0	.	1.4	10	4	1	7
O=C(CN1CCN(Cc2ccccc2Cl)C1=O)NCC1CCCO1 (stereo not given)	8	5	-1.2	-13	11	-9	-1
Cn1c(SCc2ccc(F)cc2)nnc1-c1ccncc1	-5	1	1.1	3	-7	8	3
CCn1c(=S)[nH]c2c(=O)n(C)c(=O)n(C)c21	-5	14	-0.2	1	-5	3	-1

An excerpt of these results, with bars between the fields.
mol | FN deposition inh | miR-122 sensor | F508del corr | INS-1E GSIS act | DENV2 CPE rescue | PAX8 reporter | EWS-Fli block
COC(=O)c1cc(S(=O)(=O)NCCc2cccc(C)c2)cn1C | 8 | 25 | -0.5 | . | 4 | 1 | 0
COc1ccc(S(=O)(=O)N(C)C[C@@H]2Oc3ccc(NC(=O)Nc4cccc5ccccc45)cc3CC(=O)N([C@@H](C)CO)C[C@H]2C)cc1 | -4 | -2[16.7 µM] | -1.2 | 8 | -7 | . | 6
O=C(O)C(Cc1ccccc1)N1C(=O)C=CC1=O (stereo not given) | -3 | . | 1.5 | 4 | 2 | -1 | -3
O=C(CS(=O)(=O)Cc1ccccc1)Nc1ccc(S(=O)(=O)N2CCOCC2)cc1 | 0 | 34 | . | -10 | . | 13 | -9
C[C@@H]1CN([C@@H](C)CO)C(=O)c2cc(C#CC3(O)CCCC3)cnc2O[C@H]1CN(C)C(=O)Nc1ccc2c(c1)OCO2 | . | . | 0.7 | 1 | 9 | . | -9
Cn1cccc1CC(=O)NNC(=S)Nc1ccc(Cl)cc1 | 7 | . | -0.5 | -8 | -1 | -17 | -4
OC1CCCN(C(=S)NCc2ccccc2)C1 (stereo not given) | -7 | . | 2.2 | 19 | 13 | 11 | 1
O=C(NCC(c1cccnc1)N1CCOCC1)C1CCCCC1 (stereo not given) | -3 | -3 | . | . | . | 4 | .
Cc1cc(C)n(CC2CC(=O)N(c3ccc(Cl)cc3)C2=O)n1 (stereo not given) | 0 | . | 0.6 | 15 | -3 | 13 | -7
CCC/C(C#CCCN1C(=O)c2ccccc2C1=O)=C1/c2ccccc2C(=O)N1c1ccccc1 | -13 | -4 | 1.0 | 18 | 79* | 8 | 19
CCOc1ccccc1C(=O)N[C@H](C(=O)NNC(=O)c1cccs1)C(C)C | 1 | 1 | -0.7 | 21 | 10 | 13 | 3
COc1ccccc1NS(=O)(=O)c1ccc(NC(=O)CCNC(=O)c2ccco2)cc1 | 4 | 0 | . | -5 | . | 18 | .
COc1ccc(/C=C(\C#N)C(=O)N2COCC2(C)C)cc1 | 0 | . | 1.4 | 10 | 4 | 1 | 7
O=C(CN1CCN(Cc2ccccc2Cl)C1=O)NCC1CCCO1 (stereo not given) | 8 | 5 | -1.2 | -13 | 11 | -9 | -1
Cn1c(SCc2ccc(F)cc2)nnc1-c1ccncc1 | -5 | 1 | 1.1 | 3 | -7 | 8 | 3
CCn1c(=S)[nH]c2c(=O)n(C)c(=O)n(C)c21 | -5 | 14 | -0.2 | 1 | -5 | 3 | -1

More records.
SMILES	FN deposition inh	miR-122 sensor	F508del corr	INS-1E GSIS act	DENV2 CPE rescue	PAX8 reporter	EWS-Fli block
COc1ccc(S(=O)(=O)N2CC(O)C[C@H]2C(=O)OCC(=O)N2CCCCCC2)cc1 (stereo not given in full)	5	0	2.4	7	1	9	2
Cc1nnc(SCC(=O)NC2CCCCC2)s1	-7	.	.	6	-5	0	-18
Cc1occc1C(=O)Nc1cccnc1	0	-9	.	.	.	-6	.
O=C(O)CSc1nccc2ccccc12	0	.	-0.8	-7	3	22	10
Cc1ccccc1NC(=O)Nc1ccc2c(c1)OCO2	0	10	-1.5	-1	1	-54	.
CC12CCC(C(=O)N/N=C/c3ccc(O)cc3)(OC1=O)C2(C)C (stereo not given)	-3	1	3.1	-17	1	7	-1
CCCNC(=O)N[C@@H]1CC[C@H](CC(=O)N2CCN(C)CC2)O[C@@H]1CO	0	.	-1.9	15	-5	-2	0
O=C(C1CCC1)N1CC(=O)N2[C@@H](CO)[C@@H](c3ccc(Br)cc3)[C@@H]2C1	-5	.	1.6	15	4	-6	0
COc1ccc(C2/C(=C(/O)c3ccccc3)C(=O)C(=O)N2c2ccccn2)cc1 (stereo not given)	-4	0	4.6	7	10	30	-7
O=C(c1ccco1)N1CCN(C(=O)c2ccccc2OCc2ccc(Cl)cc2)CC1	4	.	1.0	-26	-4	4	-3
